Screening data deposited in PubChem by Broad Institute.
T cruzi intra: inhibitors of intracellular Trypanosoma cruzi, primary screen, cell-based, plate reader, single point, set 2 | AID 651903, 2012 | hit rate 4.9% among 22,000 | intracellular Trypanosoma cruzi in host cells | activity score (inhibition), % at 5.01 µM; in the data active = activity score above about 55%;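 also: parasites and compound incubated about four days before reading; 0% = median of neutral control wells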
INS-1E ATP HTS: protection of INS-1E cells from cytokine death, primary screen, ATP luminescence, single point | protection from cytokine-induced ATP loss, % at 10 µM | INS-1E cytokine-induced death, 48 h; normalised: neutral wells 0, positive control 100 | AID 488910, 2010 | hit rate 0.1% among 20,000;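 active = mean replicate protection from cytokine-induced ATP loss at least 50% and at least 75% of replicates each reaching 50%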
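Test system: INS-1E rat cells | Quantity: 8000 cells per well | Medium: Phenol-red-free RPMI with 5% fetal bovine serum | Reagent: Cytokine cocktail of IFN-γ, TNF-α and IL-1β | Doses: One compound concentration, pin transfer | Timing: 48 h co-treatment, 10 min post-lysis read | Technique: Luminescent ATP assay (CellTiter-Glo)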
Numbers without * were called inactive. This is a subset. The share of hits here may be higher or lower than overall.

Results for Cc1ccc(S(=O)(=O)Nc2ccc3c(c2)CC(=O)N([C@H](C)CO)C[C@@H](C)[C@@H](CN(C)CC2CC2)O3)cc1 ?
T cruzi intra: -3; INS-1E ATP HTS: 1

Results for Cc1ccc(S(=O)(=O)N(C)C[C@@H]2Oc3c(NC(=O)NC4CCCCC4)cccc3C(=O)N([C@@H](C)CO)C[C@H]2C)cc1 ?
T cruzi intra: 6; INS-1E ATP HTS: 20

Results for COc1ccc(S(=O)(=O)N(C)C[C@H]2Oc3c(cccc3N(C)C)C(=O)N([C@@H](C)CO)C[C@H]2C)cc1 ?
T cruzi intra: 18; INS-1E ATP HTS: 8

What do the screens show for `C[C@H]1CN([C@@H](C)CO)C(=O)c2cc(NC(=O)Cc3cn(C)c4ccccc34)ccc2O[C@@H]1CN(C)Cc1ccc(C(F)(F)F)cc1`?
T cruzi intra: 22; INS-1E ATP HTS: -20

How did C[C@H](CO)N1C[C@H](C)[C@@H](CN(C)Cc2ccc(C(=O)O)cc2)Oc2ccc(NC(=O)Cc3cn(C)c4ccccc34)cc2C1=O do in these assays?
T cruzi intra: -4; INS-1E ATP HTS: 2

How did C[C@@H]1CN([C@H](C)CO)C(=O)Cc2cc(NC(=O)C3CC3)ccc2O[C@H]1CN(C)Cc1ccc(Oc2ccccc2)cc1 do in these assays?
T cruzi intra: 11; INS-1E ATP HTS: 2

Results for COc1ccc(NC(=O)N(C)C[C@H]2Oc3ccc(NC(=O)CCCCCC(=O)Nc4ccccc4N)cc3C(=O)N([C@@H](C)CO)C[C@H]2C)cc1 ?
T cruzi intra: -3; INS-1E ATP HTS: -17

Results for C[C@@H]1CN([C@@H](C)CO)C(=O)c2cc(NC(=O)Cc3cn(C)c4ccccc34)ccc2O[C@H]1CN(C)C(=O)Nc1ccc(C(F)(F)F)cc1 ?
T cruzi intra: 7; INS-1E ATP HTS: -7

How did C[C@H]1CN([C@@H](C)CO)C(=O)c2cccc(NC(=O)Nc3ccccc3)c2O[C@@H]1CN(C)C(=O)Nc1cccc2ccccc12 do in these assays?
T cruzi intra: 21; INS-1E ATP HTS: 3

How did COc1ccc(S(=O)(=O)Nc2ccc3c(c2)C(=O)N([C@@H](C)CO)C[C@H](C)[C@@H](CN(C)CC2CCCCC2)O3)cc1 do in these assays?
T cruzi intra: 9

Sorted by length of the SMILES (highest first): some entries from above
Results for COc1ccc(NC(=O)N(C)C[C@H]2Oc3ccc(NC(=O)CCCCCC(=O)Nc4ccccc4N)cc3C(=O)N([C@@H](C)CO)C[C@H]2C)cc1 ?
T cruzi intra: -3; INS-1E ATP HTS: -17

Results for Cc1ccc(S(=O)(=O)N(C)C[C@@H]2Oc3c(NC(=O)NC4CCCCC4)cccc3C(=O)N([C@@H](C)CO)C[C@H]2C)cc1 ?
T cruzi intra: 6; INS-1E ATP HTS: 20

Results for Cc1ccc(S(=O)(=O)Nc2ccc3c(c2)CC(=O)N([C@H](C)CO)C[C@@H](C)[C@@H](CN(C)CC2CC2)O3)cc1 ?
T cruzi intra: -3; INS-1E ATP HTS: 1

How did C[C@@H]1CN([C@H](C)CO)C(=O)Cc2cc(NC(=O)C3CC3)ccc2O[C@H]1CN(C)Cc1ccc(Oc2ccccc2)cc1 do in these assays?
T cruzi intra: 11; INS-1E ATP HTS: 2

Results for COc1ccc(S(=O)(=O)N(C)C[C@H]2Oc3c(cccc3N(C)C)C(=O)N([C@@H](C)CO)C[C@H]2C)cc1 ?
T cruzi intra: 18; INS-1E ATP HTS: 8

Other records follow.
What do the screens show for `C[C@H](CO)N1C[C@H](C)[C@H](CN(C)Cc2ccc(C(=O)Nc3ccccc3N)cc2)Oc2ccc(NS(=O)(=O)c3cn(C)cn3)cc2C1=O`?
T cruzi intra: 1; INS-1E ATP HTS: 2

What do the screens show for `C[C@@H]1CN([C@@H](C)CO)C(=O)c2cc(NC(=O)NC3CCCCC3)ccc2O[C@H]1CN(C)Cc1ccc(C(=O)Nc2ccccc2N)cc1`?
T cruzi intra: 38; INS-1E ATP HTS: -11

How did C[C@@H]1CN([C@@H](C)CO)C(=O)c2cccc(NC(=O)C3CCCCC3)c2O[C@H]1CN(C)Cc1ccc(C(=O)O)cc1 do in these assays?
T cruzi intra: 0; INS-1E ATP HTS: 2

Results for C[C@H](CO)N1C[C@H](C)[C@@H](CN(C)Cc2ccccc2)Oc2c(NC(=O)C3CCOCC3)cccc2C1=O ?
T cruzi intra: 1; INS-1E ATP HTS: 2

How did C[C@H](CO)N1C[C@H](C)[C@@H](CN(C)Cc2ccc(Cl)c(Cl)c2)Oc2ccc(NS(=O)(=O)c3cccs3)cc2C1=O do in these assays?
T cruzi intra: 53

Results for C[C@@H]1CN([C@@H](C)CO)C(=O)c2cccc(NC(=O)c3nc4ccccc4s3)c2O[C@@H]1CN(C)S(C)(=O)=O ?
T cruzi intra: 1; INS-1E ATP HTS: 3

How did C[C@H](CO)N1C[C@H](C)[C@@H](CN(C)C(=O)CCC(F)(F)F)OCc2cnnn2CCCC1=O do in these assays?
T cruzi intra: -21

What do the screens show for `C[C@H](CO)N1C[C@H](C)[C@@H](CN(C)Cc2ccncc2)Oc2ccc(NC(=O)Cn3cnnn3)cc2C1=O`?
T cruzi intra: -17; INS-1E ATP HTS: -1

What do the screens show for `C[C@H](CO)N1C[C@H](C)[C@H](CN(C)Cc2ccc(C(F)(F)F)cc2)OCc2cn(nn2)CCCC1=O`?
T cruzi intra: -7; INS-1E ATP HTS: 6

Results for C[C@H]1CN([C@@H](C)CO)C(=O)c2cccc(NC(=O)c3nc4ccccc4s3)c2O[C@H]1CN(C)Cc1ccc(C(=O)O)cc1 ?
T cruzi intra: -18; INS-1E ATP HTS: 0

What do the screens show for `C[C@H](CO)N1C[C@H](C)[C@@H](CN(C)Cc2ccc(C(=O)O)cc2)Oc2ccc(NS(C)(=O)=O)cc2C1=O`?
T cruzi intra: -9; INS-1E ATP HTS: 3

Results for COc1ccc(CN(C)C[C@@H]2Oc3c(NC(=O)Nc4c(C)noc4C)cccc3C(=O)N([C@H](C)CO)C[C@H]2C)cc1 ?
T cruzi intra: 3; INS-1E ATP HTS: 4

How did COc1ccc(S(=O)(=O)N(C)C[C@@H]2Oc3ccc(NC(=O)CCCN(C)C)cc3C(=O)N([C@@H](C)CO)C[C@H]2C)cc1 do in these assays?
T cruzi intra: -10; INS-1E ATP HTS: 7

Results for COc1ccc(S(=O)(=O)Nc2ccc3c(c2)C(=O)N([C@H](C)CO)C[C@H](C)[C@H](CN(C)Cc2ccncc2)OCCCC[C@@H](C)O3)cc1 ?
T cruzi intra: 1; INS-1E ATP HTS: 14

What do the screens show for `COc1ccc(-c2cnc3c(c2)C(=O)N([C@H](C)CO)C[C@H](C)[C@H](CN(C)S(=O)(=O)c2ccc(F)cc2)O3)cc1`?
T cruzi intra: 35

How did Cc1ccc(S(=O)(=O)N(C)C[C@H]2Oc3ccc(NC(=O)CCN4CCOCC4)cc3C(=O)N([C@@H](C)CO)C[C@H]2C)cc1 do in these assays?
T cruzi intra: 0; INS-1E ATP HTS: -1

Results for C[C@@H]1CN([C@H](C)CO)C(=O)Cc2cc(NC(=O)CCN3CCOCC3)ccc2O[C@@H]1CN(C)S(=O)(=O)c1ccc(Cl)cc1 ?
T cruzi intra: 8; INS-1E ATP HTS: 3

Results for C[C@@H]1CCCCO[C@@H](CN(C)S(=O)(=O)c2ccccc2)[C@@H](C)CN([C@H](C)CO)C(=O)c2cc(NC(=O)c3ccncc3)ccc2O1 ?
T cruzi intra: -14; INS-1E ATP HTS: -9

Results for Cc1noc(C)c1S(=O)(=O)Nc1ccc2c(c1)C(=O)N([C@@H](C)CO)C[C@H](C)[C@H](CN(C)Cc1ccc(Oc3ccccc3)cc1)O2 ?
T cruzi intra: 8; INS-1E ATP HTS: -20

How did C[C@H]1CN([C@@H](C)CO)C(=O)c2cccc(NS(=O)(=O)c3ccc(Cl)cc3)c2O[C@@H]1CN(C)Cc1ccc(Oc2ccccc2)cc1 do in these assays?
T cruzi intra: 29; INS-1E ATP HTS: -8

How did CC(C)NC(=O)Nc1ccc2c(c1)C(=O)N([C@H](C)CO)C[C@H](C)[C@H](CN(C)Cc1ccc(C(=O)Nc3ccccc3N)cc1)OCCCC[C@@H](C)O2 do in these assays?
T cruzi intra: 41; INS-1E ATP HTS: -5

Results for COc1ccc(S(=O)(=O)Nc2cccc3c2O[C@H](CN(C)S(=O)(=O)c2ccc(OC)cc2)[C@@H](C)CN([C@H](C)CO)C3=O)cc1 ?
T cruzi intra: 9; INS-1E ATP HTS: 1

What do the screens show for `C[C@H]1CN([C@@H](C)CO)C(=O)Cc2cc(NC(=O)Cn3cnnn3)ccc2O[C@H]1CN(C)C(=O)NC1CCCCC1`?
T cruzi intra: -10; INS-1E ATP HTS: 2

Results for COc1ccc(S(=O)(=O)Nc2cccc3c2O[C@@H](CN(C)Cc2ccccc2)[C@H](C)CN([C@H](C)CO)C3=O)cc1 ?
T cruzi intra: 4; INS-1E ATP HTS: 1

Results for C[C@H](CO)N1C[C@H](C)[C@H](CN(C)C)Oc2ncc(C#Cc3ccccc3)cc2C1=O ?
T cruzi intra: 78*

Results for C[C@@H]1CN([C@H](C)CO)C(=O)Cc2cc(NS(=O)(=O)c3cn(C)cn3)ccc2O[C@H]1CN(C)Cc1ccc(-c2ccccc2)cc1 ?
T cruzi intra: -21; INS-1E ATP HTS: -10

Results for Cc1ccc(S(=O)(=O)N(C)C[C@H]2OCc3cnnn3CCCC(=O)N([C@H](C)CO)C[C@H]2C)cc1 ?
T cruzi intra: -6

What do the screens show for `C[C@H]1CN([C@@H](C)CO)C(=O)Cc2cc(NC(=O)Cn3cnnn3)ccc2O[C@@H]1CN(C)C(=O)Nc1ccc2c(c1)OCO2`?
INS-1E ATP HTS: -8

Results for C[C@@H]1CN([C@@H](C)CO)C(=O)c2cccc(NC(=O)Nc3ccc4c(c3)OCO4)c2O[C@@H]1CN(C)Cc1ccc(Oc2ccccc2)cc1 ?
T cruzi intra: 73*; INS-1E ATP HTS: -31

What do the screens show for `COc1ccc(S(=O)(=O)N(C)C[C@H]2Oc3ccc(NC(=O)Nc4cccc5ccccc45)cc3C(=O)N([C@@H](C)CO)C[C@H]2C)cc1`?
T cruzi intra: 62*; INS-1E ATP HTS: -9

Results for C[C@H](CO)N1C[C@H](C)[C@H](CN(C)Cc2ccccc2)Oc2ccc(NC(=O)C3CC3)cc2C1=O ?
T cruzi intra: -12

What do the screens show for `C[C@@H]1CCCCO[C@@H](CN(C)CC2CCCCC2)[C@@H](C)CN([C@H](C)CO)C(=O)c2cc(N(C)C)ccc2O1`?
T cruzi intra: -8; INS-1E ATP HTS: -11

What do the screens show for `C[C@@H]1CN([C@H](C)CO)C(=O)Cc2cc(NC(=O)c3ccncc3)ccc2O[C@@H]1CN(C)CC1CCCCC1`?
T cruzi intra: 3; INS-1E ATP HTS: 3

What do the screens show for `Cc1noc(C)c1NC(=O)Nc1ccc2c(c1)C(=O)N([C@@H](C)CO)C[C@H](C)[C@H](CN(C)C(=O)Nc1ccccc1)O2`?
T cruzi intra: -23; INS-1E ATP HTS: 3

How did C[C@@H]1CN([C@@H](C)CO)C(=O)CCCn2nncc2CO[C@@H]1CN(C)Cc1ccc2c(c1)OCCO2 do in these assays?
T cruzi intra: 4

How did C[C@@H]1CN([C@H](C)CO)C(=O)Cc2cc(NC(=O)C3CCCCC3)ccc2O[C@H]1CN(C)CC1CCCCC1 do in these assays?
T cruzi intra: -4; INS-1E ATP HTS: -10

Results for C[C@@H]1CN([C@@H](C)CO)C(=O)c2cccc(NS(=O)(=O)c3ccc(Cl)cc3)c2O[C@@H]1CN(C)C(=O)Nc1ccc2c(c1)OCO2 ?
T cruzi intra: 1; INS-1E ATP HTS: -1

Results for C[C@H]1CN([C@@H](C)CO)C(=O)Cc2cc(NC(=O)Nc3ccc(C(F)(F)F)cc3)ccc2O[C@H]1CN(C)Cc1ccc2c(c1)OCO2 ?
T cruzi intra: 60*; INS-1E ATP HTS: -24

Results for CNC[C@H]1Oc2ccc(NC(=O)Nc3ccc(OC)cc3)cc2CC(=O)N([C@@H](C)CO)C[C@@H]1C ?
T cruzi intra: -46; INS-1E ATP HTS: 31

Results for C[C@@H]1CN([C@H](C)CO)C(=O)Cc2cc(NC(=O)CCC(F)(F)F)ccc2O[C@@H]1CN(C)C(=O)Nc1ccc2c(c1)OCO2 ?
T cruzi intra: -6; INS-1E ATP HTS: 3

How did C[C@@H]1CN([C@H](C)CO)C(=O)c2cc(NC(=O)c3ccncc3)ccc2O[C@@H]1CN(C)S(=O)(=O)c1ccc(F)cc1 do in these assays?
T cruzi intra: -6; INS-1E ATP HTS: 6

How did C[C@H](CO)N1C[C@H](C)[C@H](CN(C)C(=O)Nc2cccc3ccccc23)Oc2ccc(NC(=O)CCCN(C)C)cc2C1=O do in these assays?
INS-1E ATP HTS: -7

Results for C[C@@H]1CN([C@H](C)CO)C(=O)Cc2cc(NC(=O)NC3CCCCC3)ccc2O[C@H]1CN(C)Cc1ccc(-c2ccccc2)cc1 ?
T cruzi intra: 75*; INS-1E ATP HTS: -27

What do the screens show for `C[C@@H]1CN([C@@H](C)CO)C(=O)c2cc(NC(=O)Cc3ccccc3)ccc2O[C@H]1CN(C)S(=O)(=O)c1cccs1`?
T cruzi intra: 2; INS-1E ATP HTS: -7

What do the screens show for `C[C@@H]1CN([C@H](C)CO)C(=O)c2cc(NS(=O)(=O)c3ccc(F)cc3)ccc2O[C@@H]1CN(C)C`?
T cruzi intra: -17; INS-1E ATP HTS: 10
